From PubChem
IL1B NFkB pot: enhances IL-1B driven NFkB nuclear translocation; HUVEC IL-1B NFkB p65 nuclear translocation imaging; activation, % at 2 µM; hit rate 0.3% among 94,000; AID 819;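 active = activation above 40%, about the mean plus 3 SD, also judged a hit on visual image review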;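 note: percent activation is computed from the nuclear over cytoplasmic p65 intensity ratio; values of inactives mirror those of a sister screen read the other way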
PLAP inhibition: PLAP enzyme inhibitors, biochemical, luminescence, HTS (AID 690). one-dose inhibition, % at 20 µM; IC50 in µM for titrated hits. hit rate 0.08% among 96,000. purified PLAP, luminescent substrate; higher % means a stronger effect; in the data active = a potency from the dose series; inactive = the rest, 99 in 100 with inhibition below about 30%; note: strong numbers were not always called active
IL1B NFkB inh: blocks IL-1B driven NFkB nuclear translocation in HUVEC cells; HUVEC IL-1B NFkB p65 nuclear translocation imaging; hit rate 0.43% among 94,000; AID 796; inhibition, % at 2 µM;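 active = inhibition above about 30% together with a positive call from visual inspection of the well image, limit read from the data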;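 note: nuclear over cytoplasmic p65 intensity ratio measured by imaging; 0% = IL-1B stimulated DMSO wells and 100% = unstimulated DMSO wells; values of inactives mirror those of a sister screen read the other way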
Bcl-B displacement: displacers of TR3 peptide from Bcl-B, primary screen, selectivity assay for Bfl-1 inhibitor project, biochemical, fluorescence polarization; FP displacement of FITC-TR3 peptide from Bcl-B; higher % means a stronger effect; displacement, % at 20 µM, or IC50 in µM where a hit was titrated; hit rate 0.11% among 96,000; AID 748;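 active = displacement above 50% at 20 µM plus a fluorescence interference ratio under 1.5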;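 note: plate controls were wells without compound for no effect and wells lacking Bcl-B protein for full effect; a part of the inactive calls stands beside numbers as strong as those of hits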
MRP resist rev: reverses drug resistance mediated by MRP; AID 602; H69AR cells + 2 uM doxorubicin, CellTiter-Glo, 72 h; hit rate 0.04% among 85,000; differential viability (reversal), % at 10 µM;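 active = viability drop by adding the cancer drug above about 55%, with treated viability meeting a 40% cutoff, limit read from the data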;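 note: viability without doxorubicin minus viability with 2 µM doxorubicin for each compound; larger differential means the compound sensitizes cells more to doxorubicin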
MRP resist rev cytotoxicity: recorded beside MRP resist rev, whose call it bears; viability, %; H69AR cells, CellTiter-Glo, 72 h; measured here: cytotoxicity without doxorubicin
MRP resist rev with doxorubicin: further read-out of MRP resist rev, marked with its call; viability, %; measured here: viability with 2 uM doxorubicin; hits give low values
IL1B NFkB inh cell count 2 µM: recorded beside IL1B NFkB inh, whose call it bears; cell count; measured here: cells passing quality filter;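 raw number of nuclei counted in each imaged well without normalization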
IL1B NFkB pot cell count 2 µM: also measured in IL1B NFkB pot; calls as there; cell count; measured here: cells passing quality filter
Numbers without * were called inactive; x = no result given. The list is partial (hit frequency here may not be typical).

entry	SMILES	IL1B NFkB pot	IL1B NFkB pot cell count 2 µM	PLAP inhibition	IL1B NFkB inh	IL1B NFkB inh cell count 2 µM	Bcl-B displacement	MRP resist rev	MRP resist rev cytotoxicity	MRP resist rev with doxorubicin
1	COC(=O)c1ccc(COc2ncnc3c(Cl)cc(Cl)cc23)o1	4.2	29	-16.6%	-4.2	29	5.7%	5.9	88.1	82.2
2	Cc1nn(Cc2c(F)c(F)c(F)c(F)c2F)c(C)c1NC(=O)c1ccc(COc2ccc(F)cc2)o1	-3.7	126	2.2%	3.7	126	6.3%	x	x	x
3	CC(=O)N1C(=O)c2cccc3cccc(c23)C(=O)N1C(C)=O	-0.8	116	16.5%	0.8	116	-2.8%	-0.5	78.9	79.4
4	O=C(Cc1ccc2c(c1)CCCC2)Nc1ccccc1Cl	20.4	140	9.9%	-20.4	140	0.7%	x	x	x
5	O=C(CSc1nc2ccccc2c(=O)n1Cc1ccco1)c1ccc(F)cc1	5.1	123	11.6%	-5.1	123	-10.4%	-4.3	66.6	70.8
6	Cc1nc2ccc(Nc3nc4cc(S(=O)(=O)N5CCOCC5)ccc4o3)cc2s1	6.5	130	-43.5%	-6.5	130	-32.8%	-15.7	77.2	92.9
7	c1ccc(-c2cn3cccnc3n2)cc1	12.2	143	22.9%	-12.2	143	-1.9%	-2.7	96.9	99.6
8	COc1ccc(C(=O)N2CCC(C(=O)c3ccc(F)cc3)CC2)cc1	-9.3	93	x	9.3	93	x	11.3	81.5	70.2
9	O=C(Oc1ccccc1-c1nnco1)c1ccc(Cl)cc1	6.7	91	10.6%	-6.7	91	-2.0%	-25.0	43.3	68.3
10	COc1ccc2cc(Br)ccc2c1CC(=O)NC1CC(C)(C)NC(C)(C)C1	6.0	58	-25.6%	-6.0	58	-10.0%	7.2	47.1	39.9
11	CCOC(=O)C1CCN(C(=O)Nc2cccc(Cl)c2)CC1	-5.1	72	x	5.1	72	x	16.8	86.5	69.7
12	COc1ccc(NC(=O)NCCCN2CCc3ccccc3C2)cc1	x	x	-55.4%	x	x	-1.2%	-10.9	75.0	85.9
13	CCCNC(=S)Nc1ccc(Oc2ccccc2)cc1	-0.9	120	16.2%	0.9	120	-2.9%	x	x	x
14	Cc1cccc(NC(=O)CSc2nnc(-c3ccco3)o2)c1C	18.4	203	17.8%	-18.4	203	7.2%	-4.5	97.0	101.5
15	N#Cc1c(NC(=O)CN2C(=O)c3ccccc3C2=O)oc(-c2ccccc2)c1-c1ccccc1	26.2	132	x	-26.3	132	x	-14.9	88.6	103.4
16	Cc1[nH]c2ccccc2c1Cc1nnc(SCc2ccccc2)o1	11.4	181	5.7%	-11.4	181	-4.1%	17.3	110.8	93.4
17	CCCCNC(=O)c1ccc2c(c1)ncn2C1CCCC1	0.1	56	-6.6%	1.4	150	6.8%	-48.4	32.7	81.1
18	COc1ccccc1NC(=O)c1ccc(S(=O)(=O)N(C)C)cc1	1.9	195	6.4%	-1.9	195	0.8%	7.5	92.6	85.1
19	COc1cc2c(cc1NC(=O)CSc1ccc(C)cc1)oc1ccccc12	-13.8	144	27.2%	-2.3	121	-6.9%	x	x	x
20	O=C(c1ccco1)N1CCN(C(c2ccc(F)cc2)c2nnnn2Cc2cccs2)CC1 (configuration not stated)	2.5	136	-60.0%	-2.5	136	-4.9%	7.2	95.6	88.4
21	Cn1ccnc1SCC(=O)NC1CCCCC1	-28.5	80	-2.0%	28.5	80	-21.2%	30.0	105.8	75.8
22	Cc1ccc(S(=O)(=O)N2CCCC2C(=O)Nn2cnnc2)cc1 (configuration not stated)	-9.6	142	1.2%	9.6	142	-0.7%	-7.4	88.2	95.6
23	O=C(NNC(=O)C1CC(c2cccnc2)=NO1)Nc1cccc(F)c1 (configuration not stated)	10.5	123	-86.2%	-10.5	123	0.7%	x	x	x
24	CCOc1ccc2ccccc2c1C(=O)N1CCOCC1	7.5	168	-5.9%	-7.5	168	-2.3%	-5.7	101.6	107.4
25	CCCCCCSc1nc2c(c(=O)[nH]c(=O)n2C)n1C	26.1	169	11.0%	-26.1	169	5.6%	-12.8	70.0	82.8
26	O=C(NCc1ccc2c(c1)OCO2)C1CCC(CNS(=O)(=O)c2cccc3nsnc23)CC1 (configuration not stated)	7.8	157	2.9%	-7.8	157	17.6%	-5.5	96.8	102.2
27	CCOC(=O)C1CCN(c2c(NCCCN3CCN(Cc4ccccc4)CC3)c(=O)c2=O)CC1	-2.6	207	-35.1%	2.6	207	-2.4%	34.5	97.6	63.1
28	CC1=Nn2c(nnc2-c2n[nH]c3c2CCC3)SC1	-15.2	85	-20.4%	15.2	85	2.0%	16.9	106.8	89.9
29	COc1cc(/C=N/NC(=O)c2sc(N)c(C#N)c2C)ccc1O	24.7	154	-9.8%	-24.7	154	-12.0%	x	x	x
30	CCn1c(Cc2ccccc2)nnc1SCc1nc2ccccc2c(=O)[nH]1	-2.3	168	-7.1%	2.3	168	0.8%	8.4	82.5	74.1
31	O=c1c(-c2ccccc2)n[nH]c2ccccc12	-3.2	165	-0.8%	3.2	165	-1.8%	x	x	x
32	CCOC(=O)c1nc(Nc2ccc(C)cc2)c2ccccc2n1	-1.3	191	9.1%	1.3	191	5.4%	-29.1	70.7	99.8
33	Nc1nc(-c2ccccc2)cc(-c2ccccc2O)n1	10.9	116	-15.1%	-10.9	116	2.8%	-8.6	42.1	50.7
34	CCN1C=C(C(=O)OC)C(c2cccc(C)c2)C(C(=O)OC)=C1	-1.1	172	-86.9%	1.1	172	-3.0%	5.9	68.6	62.7
35	CCOC(=O)N1CCN(S(=O)(=O)c2ccc3c(c2)OCC(=O)N3)CC1	0.9	204	-5.8%	-0.9	204	7.5%	-3.2	77.8	81.0
36	CN1CCN(c2oc(COc3ccc(-c4ccccc4)cc3)nc2C#N)CC1	21.7	117	-70.0%	-21.7	117	-0.1%	5.5	60.3	54.9
37	CCOc1ccc(N(CC(=O)NC(C)(C)C)C(=O)c2ccco2)cc1	-5.4	198	-8.2%	5.4	198	4.1%	13.9	101.8	88.0
38	O=C(Cc1ccc(F)cc1)OCC(=O)c1cc2ccccc2o1	6.3	175	6.0%	-6.3	175	6.2%	2.2	92.8	90.5
39	CC1=Nn2c(nc(-c3ccccc3)c2-c2ccccc2)N(CC(N)=O)C(=O)C1	20.7	52	-33.4%	-20.7	52	-2.1%	16.9	84.6	67.7
40	CCOC(=O)c1sc(N)c(C#N)c1CSc1nc2ccc(C)cc2[nH]1	16.3	132	18.4%	-16.3	132	-10.4%	-4.5	59.8	64.3
41	O=C(CN1C(=O)C2C3C=CC(C3)C2C1=O)Nc1nc2ccccc2[nH]1 (configuration not stated)	26.6	56	-80.9%	-26.6	56	-4.2%	-31.8	69.5	101.3
42	COC(=O)c1ccc(Cc2ccc(C(=O)OC)o2)o1	x	x	-7.9%	x	x	-20.5%	-4.0	94.4	98.3
43	Cc1ccc2c(c1)c1ncnc(N3CCc4ccccc4C3)c1n2C	3.5	102	-32.3%	-3.5	102	-7.8%	-2.2	69.2	71.4
44	COc1ccc(-c2nn(C)c(=O)c3ccccc23)cc1NC(=O)COc1ccccc1	-0.2	116	-9.5%	0.2	116	-8.6%	x	x	x
45	COc1cc(C2c3c(oc4ccccc4c3=O)C(=O)N2Cc2ccco2)ccc1O (configuration not stated)	-4.7	164	-5.1%	4.7	164	-0.7%	8.1	85.2	77.1
46	CCSc1nc2c(c(=O)[nH]1)C(c1ccncc1)C(C(=O)OC)=C(C)N2 (configuration not stated)	-1.3	99	8.8%	1.3	99	11.2%	-11.0	83.2	94.1
47	COC(=O)Cn1c(SCc2ccccc2)nc2ccccc21	16.8	207	16.8%	-16.8	207	-14.5%	-3.4	100.8	104.2
48	O=C(OCc1nc2ccccc2s1)c1cccs1	23.3	161	3.9%	-23.3	161	-4.4%	x	x	x

Reprinted from the part before: four compounds; new compounds follow.
entry	SMILES	IL1B NFkB pot	IL1B NFkB pot cell count 2 µM	PLAP inhibition	IL1B NFkB inh	IL1B NFkB inh cell count 2 µM	Bcl-B displacement	MRP resist rev	MRP resist rev cytotoxicity	MRP resist rev with doxorubicin
45	COc1cc(C2c3c(oc4ccccc4c3=O)C(=O)N2Cc2ccco2)ccc1O (configuration not stated)	-4.7	164	-5.1%	4.7	164	-0.7%	8.1	85.2	77.1
46	CCSc1nc2c(c(=O)[nH]1)C(c1ccncc1)C(C(=O)OC)=C(C)N2 (configuration not stated)	-1.3	99	8.8%	1.3	99	11.2%	-11.0	83.2	94.1
47	COC(=O)Cn1c(SCc2ccccc2)nc2ccccc21	16.8	207	16.8%	-16.8	207	-14.5%	-3.4	100.8	104.2
48	O=C(OCc1nc2ccccc2s1)c1cccs1	23.3	161	3.9%	-23.3	161	-4.4%	x	x	x
49	COc1ccc(NC(=O)c2cccnc2N2CCCCC2)cc1	-8.0	92	x	8.0	92	x	4.1	75.4	71.3
50	COc1ccccc1C(=O)Nc1cccc(NC(C)=O)c1	x	x	11.3%	x	x	-2.1%	-36.8	46.5	83.2
51	O=C(NCCC1=CCCCC1)c1ccc(Cl)c(S(=O)(=O)Nc2ccccc2)c1	10.5	83	-35.4%	-10.5	83	0.0%	x	x	x
52	Cc1ccc(Nc2nnc(SCC(=O)NCc3ccco3)s2)cc1	x	x	26.2%	x	x	2.2%	0.5	83.3	82.8
53	CC(=O)NCc1nc2ccccc2n1Cc1ccccc1C	2.2	147	-2.3%	-2.2	147	-1.7%	-11.2	85.9	97.1
54	Cc1sc2nc(SCC(=O)N(CCO)CCO)n(C3CCCCC3)c(=O)c2c1C	21.1	140	19.3%	-21.1	140	4.0%	-1.0	89.2	90.2
55	CCNc1nc(NCC)nc(Oc2ccc(OCC)nn2)n1	x	x	8.2%	x	x	1.6%	-9.7	94.1	103.8
56	c1cncc(C(c2nnnn2C2CCCC2)N2CCCC2)c1 (configuration not stated)	23.1	113	-18.8%	-23.1	113	20.3%	14.3	95.9	81.6
57	Cc1ccc(NC(=O)CCN2CCN(C/C=C/c3ccccc3)CC2)cc1C	-9.4	84	-54.0%	9.4	84	-24.3%	18.7	49.1	30.5
58	CCCN(CCC)C(=O)Cc1coc2ccc3ccccc3c12	18.7	175	-12.9%	-18.7	175	-8.7%	-0.9	78.9	79.8
59	CC(C)NC(=S)NN(c1ccccc1)c1ccccc1	-8.6	202	10.1%	8.6	202	1.5%	x	x	x
60	COc1cccc(NC(=O)COc2ncnc3sc(C)c(C)c23)c1	9.1	218	11.8%	-9.1	218	-8.6%	x	x	x

Arranged by value in IL1B NFkB pot cell count 2 µM (low to high): some entries from above
No.	Compound	IL1B NFkB pot	IL1B NFkB pot cell count 2 µM	PLAP inhibition	Bcl-B displacement
51	O=C(NCCC1=CCCCC1)c1ccc(Cl)c(S(=O)(=O)Nc2ccccc2)c1	10.5	83	-35.4%	0.0%
56	c1cncc(C(c2nnnn2C2CCCC2)N2CCCC2)c1 (configuration not stated)	23.1	113	-18.8%	20.3%
58	CCCN(CCC)C(=O)Cc1coc2ccc3ccccc3c12	18.7	175	-12.9%	-8.7%

(next part)
entry	SMILES	IL1B NFkB pot	IL1B NFkB pot cell count 2 µM	PLAP inhibition	IL1B NFkB inh	IL1B NFkB inh cell count 2 µM	Bcl-B displacement	MRP resist rev	MRP resist rev cytotoxicity	MRP resist rev with doxorubicin
61	O=C(Nc1cc(C(F)(F)F)ccc1-n1cncn1)c1ccc(Br)cc1	8.5	116	-5.3%	-8.5	116	-8.0%	6.5	74.2	67.7
62	CCOC(=O)Cn1c(=O)c2c(nc(Br)n2CC(=O)OCC)n(C)c1=O	2.9	119	-3.4%	-2.9	119	16.0%	-1.0	69.9	70.9
63	CCc1c(C#N)c(SCCC(=O)Nc2ccc(F)cc2)nc2c1C(=O)CC(C)(C)C2	-20.7	120	-15.8%	20.7	120	-79.4%	x	x	x
64	c1cnc(Oc2ccc(-c3nnco3)cc2)cn1	4.8	175	-7.5%	-4.8	175	-0.6%	4.6	101.3	96.7
65	Cc1ccccc1C(=O)N(C)Cc1ccccc1	9.4	170	-46.7%	-9.4	170	-1.8%	-0.9	88.8	89.7
66	O=S(=O)(Nc1ccccn1)c1ccc(Oc2ccccc2)cc1	-7.6	149	0.1%	7.6	149	-9.3%	-6.8	83.3	90.1
